Screens as filed in PubChem BioAssay.
Jurkat NFkB inh: inhibitors of induced NF-kB luciferase reporter, primary screen, TCR NF-kB activation inhibitor project, cell-based, luminescence, uHTS; Jurkat, PMA/ionomycin-induced NF-kB luciferase reporter; inhibition, % at 4 µM; AID 435003, 2010; 330,000 tested, 0.53% active; in the data active = inhibition above about 50%
APJ agonist: agonists of human apelin receptor APJ, primary screen, CHO-K1 cells, PathHunter beta-arrestin, luminescence; AID 2520, 2010; activation, % at 20 µM; 0% DMSO wells, 100% apelin; 330,000 tested, 0.11% active;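 active = activation more than six SD over the plate average, tested at 20 µM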;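 note: 0% = DMSO alone and 100% = apelin-13 at 10 nM; some results filed as inactive read as strong as hits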
Target sequence (P35414 whole entry, looked up): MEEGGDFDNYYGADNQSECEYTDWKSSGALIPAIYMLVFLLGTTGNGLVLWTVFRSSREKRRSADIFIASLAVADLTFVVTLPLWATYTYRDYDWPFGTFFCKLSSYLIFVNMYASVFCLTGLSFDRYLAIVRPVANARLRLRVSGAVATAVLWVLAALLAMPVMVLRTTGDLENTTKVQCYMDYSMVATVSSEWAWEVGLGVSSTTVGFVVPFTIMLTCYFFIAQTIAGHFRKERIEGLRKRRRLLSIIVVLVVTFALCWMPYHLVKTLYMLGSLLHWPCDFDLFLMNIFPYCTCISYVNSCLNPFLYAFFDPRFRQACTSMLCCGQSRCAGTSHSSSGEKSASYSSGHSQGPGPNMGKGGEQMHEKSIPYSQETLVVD
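Incubation: overnight seeding, 90 min compound at 25 °C, 1 h detection; test system: PathHunter CHO-K1 APJ (AGTRL-1) beta-arrestin reporter cells; amount: 1000 cells/well; doses: one dose, 20 µM compound, 1% DMSO; measured by: beta-gal luminescence; measure: agonist-driven arrestin binding to APJ; benchmarks: negative DMSO alone, positive Apelin-13 at 10 nM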
Mdm2 MdmX PPI: inhibitors of human Mdm2-MdmX association, primary screen, cell-based, luminescence, split luciferase, SaOS-2, uHTS. inhibition, % at 8 µM. SaOS-2 split-luciferase Mdm2/MdmX complementation. 330,000 tested, 3% active. AID 485346, 2010. Protein Mdm4 (Homo sapiens) + E3 ubiquitin-protein ligase Mdm2 (Homo sapiens), …;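 active = inhibition of at least 50% at 8 µM in the primary screen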
tim23-1 inh: growth inhibitors of tim23-1 mutant yeast, primary screen, luminescence, uHTS; S. cerevisiae tim23-1 growth, BacTiter-Glo luminescence, 24 h; inhibition, % at 20 µM; AID 463212, 2010; 330,000 tested, 1.3% active;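 active = growth inhibition of the mutant yeast at or above 50%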;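 note: temperature-sensitive mutant grown at 25 °C; plate controls were DMSO-treated mutant yeast for no effect and medium wells lacking yeast for full effect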
UPR XBP1 act: activators of adaptive XBP1 UPR arm, primary screen, cell-based, CHO-XBP1 luciferase reporter, luminescence, uHTS | activation, % at 20 µM | IRE1-XBP1 UPR activation; percent of tunicamycin response, DMSO as zero | 330,000 tested, 0.33% active | AID 463104, 2010;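 active = versus positive control, 20 µM dose yields 30% or more activation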;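 note: 100% = tunicamycin at 10 µg/mL and 0% = DMSO only wells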
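incubation = overnight seeding at 37 °C, 6 h compound treatment at 37 °C | assay system = CHO-XBP1 cells stably carrying IRE1-XBP1-driven luciferase reporter | input = 1000 cells per well | detection = luciferase luminescence | dosing = single point, 20 µM final compound, 1% DMSO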
UPR CHOP act: activators of apoptotic CHOP UPR arm, primary screen, cell-based, CHO-CHOP luciferase reporter, luminescence, uHTS. UPR activation; percent of tunicamycin response over DMSO baseline. activation, % at 10 µM. 330,000 tested, 0.34% active. AID 449763, 2010;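 active = at 10 µM dose, activation of 40% or more, normalized to positive control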;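 note: 100% = tunicamycin at 10 µg/mL and 0% = DMSO alone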
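Assay system: CHO cells with stable CHOP pathway luciferase reporter; Buffer or medium: F12 plus 10% serum; Times: 16-18 h cell attachment, then 6 h compound exposure, 37 °C; Signal: luciferase luminescence; Read-out basis: percent activation relative to tunicamycin control; Control set: tunicamycin high control, DMSO low control.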
APJ antag: antagonists of human apelin receptor APJ, primary screen, CHO-K1 cells, beta-arrestin complementation, luminescence; inhibition, % at 20 µM; 330,000 tested, 0.32% active; AID 2521, 2010;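 active = inhibition above about 40% at 20 µM, limit read from the data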;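 note: cells challenged with 10 nM apelin-13 agonist together with compound; plate controls were apelin-13 plus DMSO wells for no effect and DMSO wells lacking apelin-13 for full effect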
697 NFkB inh: inhibitors of PMA/ionomycin-induced NF-kB reporter, 697 cells, primary screen, B-cell NF-kB inhibitor project, cell-based, luminescence, uHTS; inhibition, % at 4 µM; 330,000 tested, 0.33% active; 697 B-cell NF-kB luciferase reporter, 16 h; in the data active = inhibition above about 35%
* hit, by the source's call.

No.	molecule	Jurkat NFkB inh	APJ agonist	Mdm2 MdmX PPI	tim23-1 inh	UPR XBP1 act	UPR CHOP act	APJ antag	697 NFkB inh
1	CC(=O)N=C1SC2CS(=O)(=O)CC2N1c1cccc(Cl)c1Cl (configuration not stated)	8	-3	21	7	1	-1.6	3	-14
2	O=C(Nc1cccc(S(=O)(=O)N2CCCCCC2)c1)c1ccc2ccccc2n1	-11	0	-4	19	1	3.4	-7	-4
3	O=S(=O)(Cc1cccc(C(F)(F)F)c1)c1ncn[nH]1	3	1	-8	8	0	-1.6	-10	-10
4	CCCc1n[nH]c2c1C(=O)CC(C)(C)C2	1	4	12	-10	0	-0.8	-9	-11
5	CCCN1CNc2c(c(=O)[nH]c(=S)n2CCc2ccccc2)C1	-23	0	9	6	1	1.1	-10	10
6	COc1ccc(O)c(C(=O)c2cnc3c(c2)c(C)nn3CCO)c1	-16	1	16	6	-2	2.0	21	-12
7	CNC(=O)CSc1nc2ccccc2c(=O)n1C1CCCCC1	8	1	0	36	-2	0.6	4	2
8	Cc1ccc(N(CC(=O)NC2CCCC2)C(=O)CNC(=O)c2cccs2)cc1C	12	-3	-6	15	0	0.2	-21	3
9	CCCN(CC(=O)Nc1ccccc1C)C(=O)c1ccc2[nH]c3c(c2c1)CC(C)CC3 (configuration not stated)	1	-6	30	33	-3	-0.9	13	-24
10	Cc1cccc(C)c1-n1c(C)nn(CC2CC2)c1=O	-3	1	7	1	-1	-0.5	-16	8
11	CCOC(=O)C(NC(C)=O)C(=O)Nc1ccc(C(C)C)cc1 (configuration not stated)	-2	-4	-14	6	0	0.1	7	-4
12	C/C(=N\Nc1ccc(C(F)(F)F)cc1[N+](=O)[O-])C(C)C	17	-1	-3	-4	0	1.8	17	-10
13	Cc1cc2nc(N3CCN(C(=O)c4ccco4)CC3)sc2cc1C	-102	-5	-139	19	0	4.8	-7	-121
14	Nc1nc(-c2ccccc2)c(C(=O)Nc2ccccc2)s1	-13	-1	-4	30	4	0.0	3	-18
15	CCN1/C(=C/C(=S)Nc2ccccc2)Sc2ccccc21	-22	-7	-19	42	1	5.9	11	-20
16	CCCOc1cccc(C(=O)Nc2cccc(NC(=O)c3ccco3)c2)c1	-5	-4	29	4	0	1.1	-4	2
17	CC(=O)Oc1cc2c(cc1Cl)C(c1cccs1)CC1(CC(C)(C)NC(=S)N1)O2 (configuration not stated)	3	-6	-1	-5	4	2.0	-5	0
18	c1ccc2nc(SCc3cn4ccccc4n3)cnc2c1	-11	0	-19	23	10	2.4	2	-16
19	Nc1nonc1-n1nnc(C(=O)N/N=C/c2c(F)cccc2Cl)c1-c1ccc2c(c1)OCO2	12	7	-1	12	-5	0.2	2	5
20	O=C(NC12CC3CC(CC(C3)C1)C2)c1cncc(O)c1	2	-1	2	24	-1	2.8	17	16

Continuation.
No.	molecule	Jurkat NFkB inh	APJ agonist	Mdm2 MdmX PPI	tim23-1 inh	UPR XBP1 act	UPR CHOP act	APJ antag	697 NFkB inh
21	COc1cc(OC)cc(C(=O)NCC2CCCN(C(=O)c3csc(C)n3)C2)c1 (configuration not stated)	-6	-3	14	16	-2	1.5	0	-1
22	O=S(=O)(CCN1CCSCC1)c1ccccc1	4	2	27	6	-2	1.6	-8	5
23	CCCCn1c(N)c(N(CCOC)C(=O)COC(=O)c2cc(CC)c(C)s2)c(=O)[nH]c1=O	5	10	3	12	1	1.3	6	-1
24	CCCN(CC(=O)Nc1ccc(F)c(F)c1F)Cc1cc(=O)n2ccsc2n1	-6	-1	-32	13	1	1.0	7	2
25	CNc1nc2c(c(=O)[nH]c(=O)n2C)n1CCCc1ccccc1	-3	-4	3	-2	-1	1.8	11	18
26	CCn1c(C(C#N)/C(=N\S(=O)(=O)c2cccs2)c2ccccc2)nc2ccccc21 (configuration not stated)	3	5	5	21	-1	2.4	10	1
27	Cc1noc(/C=C/c2ccco2)c1S(=O)(=O)N1CCC(C(=O)NCc2ccco2)CC1	-4	-4	15	-6	3	0.3	2	16
28	c1ccc(-c2nnc3sc(CN4CCc5ccccc54)cn23)cc1	9	-1	11	47	-2	-1.0	2	-17
29	CCC1C(=NO)C(CC)C(c2ccccc2)NC1c1ccccc1 (configuration not stated)	17	4	52*	23	7	0.8	9	13
30	COc1ccc(NC(=S)NNc2ccc([N+](=O)[O-])cc2S(=O)(=O)Nc2ccc(C)cc2C)cc1	2	0	8	29	-1	-0.6	1	-42
31	O=C(NCCC1=CCCCC1)C1CC(=O)N(Cc2ccccc2)C1 (configuration not stated)	-6	0	20	5	-4	1.8	9	2
32	CC1(C)Cc2c(sc3nc(C4CC4)n(N)c(=O)c23)CO1	2	1	-7	-2	2	2.4	-6	4
33	CCCCn1c(N)c(N(CC(C)C)C(=O)C2CC(=O)N(Cc3ccccc3)C2)c(=O)[nH]c1=O (configuration not stated)	8	-7	-14	9	-1	1.3	-4	8
34	O=C(Nc1cccc(C(F)(F)F)c1)c1cccnn1	-6	-2	-6	25	6	0.9	-8	-4
35	CCN1CCN(c2nc(NCCO)c3ccccc3n2)CC1	-8	-4	-2	-31	-2	-1.1	9	-1
36	CCC(=O)N1C(C(=O)NCc2ccc(OC)cc2)CSC1c1ccc(OC)cc1 (configuration not stated)	-19	-1	-2	16	-2	-0.5	6	-27
37	CN(CC(=O)Nc1cccc(F)c1)CC(=O)Nc1ccccc1[N+](=O)[O-]	6	-1	11	3	-3	-0.6	1	-19
38	O=C(CCN1C(=O)[C@@H]2Cc3ccccc3CN2C1=O)NCc1ccccc1Cl	9	-4	26	-1	-2	-2.9	34	2
39	COc1cc2cc(CN(CCO)S(=O)(=O)c3ccccc3)c(=O)[nH]c2cc1OC	3	-4	12	-7	1	0.8	15	9
40	C=CCn1c(C)cc(C(=O)CSc2nc3ccccc3[nH]2)c1C	-108	1	-12	33	-3	-3.0	-3	-275

The list continues.
No.	molecule	Jurkat NFkB inh	APJ agonist	Mdm2 MdmX PPI	tim23-1 inh	UPR XBP1 act	UPR CHOP act	APJ antag	697 NFkB inh
41	Cc1ccc(NC(=S)NC(=O)c2ccc(F)cc2)cc1S(=O)(=O)Nc1ccccc1Cl	21	-2	46	20	-1	-1.0	11	7
42	CCN1C(=O)C(Cc2nc3ccccc3c(=O)n2-c2ccccc2)c2ccccc21 (configuration not stated)	-3	-1	-3	43	0	-0.8	11	18
43	COc1ccc([N+](=O)[O-])cc1NS(=O)(=O)c1cc(C(=O)O)ccc1OC	1	-4	9	8	-1	-0.2	13	-6
44	CN1CCc2c(sc3c2c(=O)n(-c2ccccc2)c2nnc(SCc4ccc(Cl)cc4)n32)C1	3	-4	29	4	-4	0.4	-16	5
45	O=C(Nc1nc(-c2cc(F)ccc2F)cs1)C1=NN(c2ccccc2)C(=O)CC1	-2	-2	21	17	1	1.1	3	-5
46	COc1ccc(S(=O)(=O)Nc2ccccc2C(=O)N2CCOCC2)cc1Br	6	-5	16	17	-5	-0.6	5	7
47	CCn1c(COc2ccc(Cl)cc2)nnc1SCC(=O)Nc1ccc2c(c1)OCO2	0	0	19	-2	-6	5.8	-31	7
48	O=C1CSC(c2cn(-c3ccccc3)nc2-c2ccc3c(c2)OCCO3)N1CCN1CCOCC1 (configuration not stated)	15	-1	7	2	5	-2.5	12	11
49	Nc1ccc(C#Cc2ccc3c(=O)c4ccccc4oc3c2)cc1	-80	-2	-19	10	7	4.9	8	-52
50	COc1ccccc1NC(=O)C1=C(C)NC(=O)NC1c1cc(C)cs1 (configuration not stated)	-22	2	-1	15	0	3.7	10	0
51	Cn1ncc(C#N)c1NC(=O)c1cc(-c2ccccc2Cl)on1	11	7	-3	4	3	2.8	-3	-1
52	CCOc1cc(/C=C/c2cccc[n+]2C)ccc1OCC(=O)Nc1ccc(C)cc1	7	0	-10	4	-1	-1.2	10	-14
53	CCc1nnc(NC(=O)CCC2CCCCC2)s1	-8	-5	12	21	2	4.8	20	14
54	CCOc1ccc(NC(=O)CN2CCN(Cc3c(F)cccc3F)CC2)cc1	-2	1	-17	13	-2	-0.6	9	5
55	COc1ccc(CCNC(=O)C2CCCN(S(=O)(=O)c3cc(C)ccc3OC)C2)cc1OC (configuration not stated)	0	0	3	12	-1	4.1	24	-17
56	Cc1ccc(N2C(=O)N(Cc3ccccc3C)c3ccccc3S2(=O)=O)cc1	12	-4	2	23	-3	1.3	-3	20
57	OC(c1ccccc1)c1ccncc1 (configuration not stated)	-6	3	-15	-3	-2	0.8	20	8
58	c1ccc2c(c1)ccc1nnc(SCc3ccc4c(c3)OCCO4)n12	-14	-3	-1	40	7	3.5	12	-11
59	COc1cc(NC(=O)CCc2nc(-c3cccs3)no2)cc(OC)c1OC	2	2	8	3	3	2.9	4	-12
60	CN(c1ccccc1)S(=O)(=O)c1ccc(NC(=O)c2cccs2)cc1	0	1	8	12	-1	0.0	-29	-2

6 entries already listed, ordered by count of non-hydrogen atoms, rising.
No.	molecule	Jurkat NFkB inh	APJ agonist	Mdm2 MdmX PPI	tim23-1 inh	UPR XBP1 act	UPR CHOP act	APJ antag	697 NFkB inh
49	Nc1ccc(C#Cc2ccc3c(=O)c4ccccc4oc3c2)cc1	-80	-2	-19	10	7	4.9	8	-52
50	COc1ccccc1NC(=O)C1=C(C)NC(=O)NC1c1cc(C)cs1 (configuration not stated)	-22	2	-1	15	0	3.7	10	0
46	COc1ccc(S(=O)(=O)Nc2ccccc2C(=O)N2CCOCC2)cc1Br	6	-5	16	17	-5	-0.6	5	7
54	CCOc1ccc(NC(=O)CN2CCN(Cc3c(F)cccc3F)CC2)cc1	-2	1	-17	13	-2	-0.6	9	5
47	CCn1c(COc2ccc(Cl)cc2)nnc1SCC(=O)Nc1ccc2c(c1)OCO2	0	0	19	-2	-6	5.8	-31	7
55	COc1ccc(CCNC(=O)C2CCCN(S(=O)(=O)c3cc(C)ccc3OC)C2)cc1OC (configuration not stated)	0	0	3	12	-1	4.1	24	-17

Next part:
No.	molecule	Jurkat NFkB inh	APJ agonist	Mdm2 MdmX PPI	tim23-1 inh	UPR XBP1 act	UPR CHOP act	APJ antag	697 NFkB inh
61	CCO[C@H]1OC(C(=O)N2CCCCCCC2)=C[C@@H](c2ccc(C(F)(F)F)cc2)[C@@H]1CCCO	19	-4	12	32	-4	-1.6	12	-8
62	CCN=C(NC#N)SCc1c(F)cccc1Cl	-4	-1	-2	12	-3	-1.3	2	-19
63	CS(=O)(=O)N1CCC(Oc2cccc(C(=O)NCCCC3CCCC3)c2)CC1	-17	1	4	27	-2	0.7	-10	-35
64	CC1Cc2cc(/C(O)=C3\C(=O)C(=O)N(Cc4cccnc4)C3c3ccccc3F)ccc2O1 (configuration not stated)	-15	5	-8	6	-2	3.2	15	-20
65	O=C(Nc1ccccc1C(=O)N/N=C/c1ccco1)c1ccccc1Cl	6	-5	-15	29	0	-0.2	7	2
66	Cc1cccc(N(C)S(=O)(=O)c2c(C)noc2C)c1	6	-3	-5	6	-6	-1.1	20	-3
67	CC12CN(C(=O)c3cccc([N+](=O)[O-])c3)C3(C#N)CC1CCC23C (configuration not stated)	-10	1	11	21	-5	-1.6	20	3
68	CC(=O)Nc1ccc(NC(=O)C(C)OC(=O)C(C)SCC(=O)Nc2ccc(F)cc2)cc1 (configuration not stated)	14	0	-8	7	3	-0.5	16	4
69	OC(CNC1CCCC1)COc1ccc(Cl)cc1 (configuration not stated)	6	-1	3	-14	-5	-0.5	-23	12
